p97 ATPase inh = inhibitors of human p97 ATPase; hit rate 0.42% among 220,000; recombinant p97 ATPase, Kinase-Glo ATP luminescence, 3 h; P55072; AID 1481; inhibition, % at 8 µM; in the data active = inhibition above about 15%;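 also: 0% = DMSO vehicle and 100% = wells lacking enzyme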
Runt-SMMHC FRET = Runt domain-CBFb-SMMHC interaction inhibition | Q01196+Q13951 | Cerulean-Runt/Venus-CBFb-SMMHC FRET ratio 530/480, 1 h | hit rate 0.74% among 220,000 | inhibition, % at 20 µM;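 active = mean inhibition across duplicate retests at 20 µM reaching about 50%, limit read from the data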;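 also: 0% = DMSO wells and 100% = wells with excess untagged CBFb-SMMHC; inhibitors lower the FRET ratio by blocking Runt binding to CBFb-SMMHC; some results filed as inactive read as strong as hits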
Runt-CBFb FRET = Runt domain-CBFb interaction inhibition. hit rate 0.46% among 220,000. inhibition, % at 20 µM. Cerulean-Runt/Venus-CBFb FRET ratio 530/480, 1 h. Q01196+Q13951;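 active = inhibition over about 50% at 20 µM in the single-dose screen, limit read from the data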;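 also: 0% = DMSO wells and 100% = excess unlabeled CBFb competitor control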
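Schedule: protein complex preformed 1 h, compound exposure 1 h, room temperature, dark; test system: Cerulean-labeled Runt domain protein; amount: 100 nM per protein; buffer or medium: Tris 50 mM pH 7.5, KCl, K2SO4, 0.01% BSA; read-out: loss of energy transfer signal; detection: FRET fluorescence; controls: 5 µM unlabeled CBFb as full-inhibition high control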
p47phox inh = blocks human p47phox regulatory protein of NADPH oxidases. P14598. p47phox/p22phox peptide binding, fluorescence polarization, 2 h. inhibition, % at 24.7 µM. hit rate 0.53% among 220,000. AID 1274;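 active = inhibition above about 30%, limit read from the data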;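 also: 0% = p47phox with labelled peptide and 100% = labelled peptide alone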
Target sequence (P14598 whole entry, looked up): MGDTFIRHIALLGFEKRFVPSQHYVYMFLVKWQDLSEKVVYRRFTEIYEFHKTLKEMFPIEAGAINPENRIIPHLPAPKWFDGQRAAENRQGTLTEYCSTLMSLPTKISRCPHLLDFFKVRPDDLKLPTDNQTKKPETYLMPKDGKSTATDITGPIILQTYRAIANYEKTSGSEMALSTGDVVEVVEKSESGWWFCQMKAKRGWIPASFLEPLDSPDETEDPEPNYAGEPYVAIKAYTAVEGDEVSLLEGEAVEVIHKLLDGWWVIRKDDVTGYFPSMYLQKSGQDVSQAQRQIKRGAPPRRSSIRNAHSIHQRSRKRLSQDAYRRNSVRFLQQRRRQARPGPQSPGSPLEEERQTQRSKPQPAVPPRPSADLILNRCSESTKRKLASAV
m-calpain inh = blocks pig calpain II enzyme activity | purified calpain II, fluorogenic peptide substrate, 30 min | inhibition, % at 16 µM | hit rate 0.37% among 220,000 | AID 1236;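 active = inhibition above about 50%, limit read from the data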
EBV gp42 inh = inhibitors of Epstein-Barr virus glycoprotein 42 | inhibition, % (tested at 21.74 µM) | Fluorescence polarization binding assay, mP read-out | AID 1085 | hit rate 0.42% among 220,000; in the data active = inhibition above about 50%
Target sequence (Q1HVG2 whole entry, looked up): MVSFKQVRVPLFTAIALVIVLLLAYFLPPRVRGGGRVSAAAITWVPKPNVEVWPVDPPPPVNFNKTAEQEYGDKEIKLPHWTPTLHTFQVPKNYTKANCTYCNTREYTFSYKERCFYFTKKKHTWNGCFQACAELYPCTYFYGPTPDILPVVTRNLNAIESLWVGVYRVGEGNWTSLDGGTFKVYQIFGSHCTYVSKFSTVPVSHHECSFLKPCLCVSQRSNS
Tb hexokinase = blocks Trypanosoma brucei hexokinase 1 activity | recombinant TbHK1, G6PDH-coupled NADH A340 | inhibition, % at 10 µM | hit rate 0.11% among 220,000 | AID 1430;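 active = inhibition of 50% or more in the single-dose primary screen; inactive = inhibition below 50%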
RBBP9 inhibitor = human RBBP9 hydrolase inhibition; hit rate 0.2% among 220,000; recombinant RBBP9, FP-Rh probe fluorescence polarization; AID 1515; O75884; inhibition, % at 7.94 µM;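 active = inhibition above the campaign mean of all tested compounds plus 3 SD, cut at about 14% in these data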;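 also: plate controls were DMSO wells with RBBP9 for no effect and wells lacking RBBP9 protein for full effect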
Target sequence (O75884 whole entry, looked up): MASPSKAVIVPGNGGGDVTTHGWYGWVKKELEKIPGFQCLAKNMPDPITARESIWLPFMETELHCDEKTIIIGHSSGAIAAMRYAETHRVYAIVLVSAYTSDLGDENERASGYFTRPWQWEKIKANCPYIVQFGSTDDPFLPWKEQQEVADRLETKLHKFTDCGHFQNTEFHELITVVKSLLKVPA
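Test system: recombinant human RBBP9; Timing: 30 min then 45 min, 25 °C; Detection: fluorescence polarization; Control set: RBBP9 with DMSO as uninhibited control, no-protein wells as full inhibition; Compound dosing: one concentration, 7.94 µM nominal, 0.794% DMSO; Probe or stimulus: FP-Rh activity-based probe, 375 nM before mixing.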
Furin inh = human furin inhibition | purified furin, fluorogenic substrate cleavage | inhibition, % at 30 µM | hit rate 0.061% among 220,000 | AID 463115; in the data active = inhibition above about 25%; also: inactives centre near -15
* marks the source's active call; other numbers are inactive results; [ ] = another dose, or the depositor's remark. Compounds were not picked by outcome; overall some 2.7% were active at least once.

How did Nc1nc(-c2ccc(Cl)cc2Cl)cn1N do in these assays?
p97 ATPase inh: 2; Runt-SMMHC FRET: 7; Runt-CBFb FRET: -1; p47phox inh: -4; m-calpain inh: -6; EBV gp42 inh: -5; Tb hexokinase: 2; RBBP9 inhibitor: 3; Furin inh: -6

What do the screens show for `CCOc1cc(C2NN=C(c3ccc(C)cc3)S2)ccc1O` (stereo not drawn)?
p97 ATPase inh: 5; Runt-SMMHC FRET: 50; Runt-CBFb FRET: -47; p47phox inh: -9; m-calpain inh: 20; EBV gp42 inh: -11; Tb hexokinase: -11; RBBP9 inhibitor: -5; Furin inh: -4

Results for O=C(NC1CCCCC1)c1ccc(-n2cnnn2)cc1 ?
p97 ATPase inh: 4; Runt-SMMHC FRET: 2; Runt-CBFb FRET: -1; p47phox inh: -10; m-calpain inh: -11; EBV gp42 inh: -16; Tb hexokinase: -7; RBBP9 inhibitor: -1; Furin inh: -9

What do the screens show for `COC(=O)c1ccccc1NC(=O)CSc1ccccc1`?
p97 ATPase inh: -4; Runt-SMMHC FRET: -4; Runt-CBFb FRET: -3; p47phox inh: -1; m-calpain inh: 10; EBV gp42 inh: -1; Tb hexokinase: -1; RBBP9 inhibitor: -5; Furin inh: -22

What do the screens show for `Cc1nn2c(NCc3ccccn3)c3c(nc2c1-c1ccccc1)CCC3`?
p97 ATPase inh: 3; Runt-SMMHC FRET: -3; Runt-CBFb FRET: 0; p47phox inh: -4; m-calpain inh: 19; EBV gp42 inh: -1; Tb hexokinase: -8; RBBP9 inhibitor: 8; Furin inh: -21

How did Cc1ccc(C(=O)N/C(=C/c2ccc(-c3ccc(Br)cc3)o2)C(=O)NC2CCS(=O)(=O)C2)cc1 (stereo not drawn) do in these assays?
p97 ATPase inh: -3; Runt-SMMHC FRET: -6; Runt-CBFb FRET: -7; p47phox inh: 10; m-calpain inh: -215; EBV gp42 inh: -3; Tb hexokinase: -6; RBBP9 inhibitor: 4; Furin inh: -9

What do the screens show for `Nc1cc(=O)[nH]c(SCC(=O)Nc2nc3ccc([N+](=O)[O-])cc3s2)n1`?
p97 ATPase inh: -6; Runt-SMMHC FRET: 6; Runt-CBFb FRET: 5; p47phox inh: 5; m-calpain inh: 30; EBV gp42 inh: 4; Tb hexokinase: -14; RBBP9 inhibitor: -9; Furin inh: -11

What do the screens show for `CN(C)c1ccc(C(CNC(=O)c2ccc(F)cc2)c2c[nH]c3ccccc23)cc1` (stereo not drawn)?
p97 ATPase inh: 8; Runt-SMMHC FRET: 12; Runt-CBFb FRET: 4; p47phox inh: -35; m-calpain inh: -6; EBV gp42 inh: -9; Tb hexokinase: 9; RBBP9 inhibitor: 2; Furin inh: -11

What do the screens show for `O=C(CCCNS(=O)(=O)c1cccs1)N1CCN(c2ccc(F)cc2)CC1`?
p97 ATPase inh: 3; Runt-SMMHC FRET: 8; Runt-CBFb FRET: -1; p47phox inh: -22; m-calpain inh: -5; EBV gp42 inh: -28; Tb hexokinase: 6; RBBP9 inhibitor: -4; Furin inh: -8

How did Cn1cnnc1SCC(=O)c1ccc(O)c(O)c1 do in these assays?
p97 ATPase inh: 2; Runt-SMMHC FRET: 0; Runt-CBFb FRET: 3; p47phox inh: -7; m-calpain inh: -13; EBV gp42 inh: -15; Tb hexokinase: -18; RBBP9 inhibitor: -6; Furin inh: -8

How did FC(F)(F)c1cc(Oc2ccccc2)ncc1-c1nnc(-c2ccccc2Cl)o1 do in these assays?
p97 ATPase inh: -5; Runt-SMMHC FRET: 2; Runt-CBFb FRET: -3; p47phox inh: -29; m-calpain inh: 15; EBV gp42 inh: -10; Tb hexokinase: -9; RBBP9 inhibitor: -8; Furin inh: -8

How did CCS(=O)(=O)n1nc(-c2ccc(OC)cc2)nc1SC do in these assays?
p97 ATPase inh: 1; Runt-SMMHC FRET: 0; Runt-CBFb FRET: 2; p47phox inh: 0; m-calpain inh: 22; EBV gp42 inh: 4; Tb hexokinase: 1; RBBP9 inhibitor: -2; Furin inh: -16[20 µM]

Results for O=C(c1cc([N+](=O)[O-])ccc1Cl)N1CCN(c2ccccc2)CC1 ?
p97 ATPase inh: -1; Runt-SMMHC FRET: -4; Runt-CBFb FRET: 13; p47phox inh: -21; m-calpain inh: -12; EBV gp42 inh: 2; Tb hexokinase: 20; RBBP9 inhibitor: -8; Furin inh: -11

Results for CC(=O)Nc1ccc(S(=O)(=O)NNC(=O)c2cccc(Br)c2)cc1 ?
p97 ATPase inh: 3; Runt-SMMHC FRET: 3; Runt-CBFb FRET: 0; p47phox inh: -3; m-calpain inh: -16; EBV gp42 inh: -2; Tb hexokinase: -3; RBBP9 inhibitor: -1; Furin inh: -14

How did CC(=O)Nc1ccc(N/C=C/C(=O)c2ccc(C)o2)cc1 do in these assays?
p97 ATPase inh: -4; Runt-SMMHC FRET: -66; Runt-CBFb FRET: -12; p47phox inh: -28; m-calpain inh: 25; EBV gp42 inh: -34; Tb hexokinase: -22; RBBP9 inhibitor: -6; Furin inh: -6[20 µM]

Results for CCCN(Cc1ccc(N(CC)CC)cc1)CC1CC1 ?
p97 ATPase inh: -4; Runt-SMMHC FRET: -5; p47phox inh: -18; m-calpain inh: 15; EBV gp42 inh: -27; Tb hexokinase: 2; RBBP9 inhibitor: -10; Furin inh: -16[20 µM]

How did NNC(=O)c1ccc(CN2CCCCC2)o1 do in these assays?
p97 ATPase inh: 8; Runt-SMMHC FRET: 4; Runt-CBFb FRET: -2; p47phox inh: -3; m-calpain inh: 1; EBV gp42 inh: -15; Tb hexokinase: 1; RBBP9 inhibitor: 9; Furin inh: -22

Results for Oc1ccc(COCc2ccccc2)c2cccnc12 ?
p97 ATPase inh: 6; Runt-SMMHC FRET: -11; Runt-CBFb FRET: 4; p47phox inh: 0; m-calpain inh: 12; EBV gp42 inh: 2; Tb hexokinase: 24; RBBP9 inhibitor: 2; Furin inh: -9

How did COc1ccc(NC(=S)Nc2cccnc2)c(OC)c1 do in these assays?
p97 ATPase inh: 6; Runt-SMMHC FRET: 3; Runt-CBFb FRET: 7; p47phox inh: -8; m-calpain inh: -16; EBV gp42 inh: -8; Tb hexokinase: -6; RBBP9 inhibitor: -3; Furin inh: -28

Results for NS(=O)(=O)c1cccc(NC(=O)CSc2nnc(C3CC3)n2Cc2ccccc2)c1 ?
p97 ATPase inh: 9; Runt-SMMHC FRET: -2; Runt-CBFb FRET: 1; p47phox inh: -3; m-calpain inh: -1; EBV gp42 inh: -8; Tb hexokinase: -2; RBBP9 inhibitor: -1; Furin inh: -7

Brought forward from above: 4 entries, then new ones.
How did NNC(=O)c1ccc(CN2CCCCC2)o1 do in these assays?
p97 ATPase inh: 8; Runt-SMMHC FRET: 4; Runt-CBFb FRET: -2; p47phox inh: -3; m-calpain inh: 1; EBV gp42 inh: -15; Tb hexokinase: 1; RBBP9 inhibitor: 9; Furin inh: -22

Results for Oc1ccc(COCc2ccccc2)c2cccnc12 ?
p97 ATPase inh: 6; Runt-SMMHC FRET: -11; Runt-CBFb FRET: 4; p47phox inh: 0; m-calpain inh: 12; EBV gp42 inh: 2; Tb hexokinase: 24; RBBP9 inhibitor: 2; Furin inh: -9

How did COc1ccc(NC(=S)Nc2cccnc2)c(OC)c1 do in these assays?
p97 ATPase inh: 6; Runt-SMMHC FRET: 3; Runt-CBFb FRET: 7; p47phox inh: -8; m-calpain inh: -16; EBV gp42 inh: -8; Tb hexokinase: -6; RBBP9 inhibitor: -3; Furin inh: -28

Results for NS(=O)(=O)c1cccc(NC(=O)CSc2nnc(C3CC3)n2Cc2ccccc2)c1 ?
p97 ATPase inh: 9; Runt-SMMHC FRET: -2; Runt-CBFb FRET: 1; p47phox inh: -3; m-calpain inh: -1; EBV gp42 inh: -8; Tb hexokinase: -2; RBBP9 inhibitor: -1; Furin inh: -7

How did CCC(CC)C(=O)Nc1cccc(C(=O)NCCc2ccc(S(N)(=O)=O)cc2)c1 do in these assays?
p97 ATPase inh: -5; Runt-SMMHC FRET: 2; Runt-CBFb FRET: 1; p47phox inh: 1; m-calpain inh: 16; EBV gp42 inh: -3; Tb hexokinase: -8; RBBP9 inhibitor: -7; Furin inh: -11[20 µM]

How did Cc1ccc(NC(=O)N2CCCC2C(=O)NCCC2=CCCCC2)cc1 (stereo not drawn) do in these assays?
p97 ATPase inh: 6; Runt-SMMHC FRET: -1; Runt-CBFb FRET: -1; p47phox inh: -6; m-calpain inh: 11; EBV gp42 inh: 1; Tb hexokinase: 0; RBBP9 inhibitor: -5; Furin inh: -17

Results for COc1ccc(OCC(=O)Nc2ccc(S(=O)(=O)N3CCN(C)CC3)cc2)cc1 ?
p97 ATPase inh: 5; Runt-SMMHC FRET: -4; Runt-CBFb FRET: 1; p47phox inh: -16; m-calpain inh: -30; EBV gp42 inh: -22; Tb hexokinase: -1; RBBP9 inhibitor: -6; Furin inh: -26

What do the screens show for `COc1cccc(CN(C)CC(=O)Nc2sc3c(c2C#N)CCC3)c1OC`?
p97 ATPase inh: -1; Runt-SMMHC FRET: -9; Runt-CBFb FRET: -1; p47phox inh: -12; m-calpain inh: -22; EBV gp42 inh: -8; Tb hexokinase: -8; RBBP9 inhibitor: -2; Furin inh: -21

What do the screens show for `CCOC(=O)c1c(NC(=O)CSc2nnc(-c3cccnc3)n2Cc2ccco2)sc(C)c1C`?
p97 ATPase inh: -2; Runt-SMMHC FRET: -3; Runt-CBFb FRET: -4; p47phox inh: -22; m-calpain inh: -149; EBV gp42 inh: -8; Tb hexokinase: -4; RBBP9 inhibitor: -5; Furin inh: -14

Results for Cc1ccc(NCc2nnc(SCC(=O)c3ccc4c(c3)OCCO4)o2)c(C)c1 ?
p97 ATPase inh: -5; Runt-SMMHC FRET: -3; Runt-CBFb FRET: 0; p47phox inh: -7; m-calpain inh: 18; EBV gp42 inh: -4; Tb hexokinase: 3; RBBP9 inhibitor: -4; Furin inh: -9

How did O=C(CN1CCN(C(=O)c2ccccc2F)CC1)Nc1ccc(Br)cc1 do in these assays?
p97 ATPase inh: -3; Runt-SMMHC FRET: 6; Runt-CBFb FRET: -1; p47phox inh: -8; m-calpain inh: -20; EBV gp42 inh: -16; Tb hexokinase: -3; RBBP9 inhibitor: 1; Furin inh: -17

Results for Cn1c(SCC(=O)NCC2CCCO2)nnc1-c1ccc(S(=O)(=O)N2CCCC2)cc1 (stereo not drawn) ?
p97 ATPase inh: -2; Runt-SMMHC FRET: 4; Runt-CBFb FRET: -1; p47phox inh: -8; m-calpain inh: 12; EBV gp42 inh: -23; Tb hexokinase: -1; RBBP9 inhibitor: 2; Furin inh: -13

How did COc1ccc(Nc2nc(C)cc(C)c2C#N)cc1 do in these assays?
p97 ATPase inh: 0; Runt-SMMHC FRET: 2; Runt-CBFb FRET: -2; p47phox inh: -1; m-calpain inh: 7; EBV gp42 inh: -21; Tb hexokinase: -2; RBBP9 inhibitor: -4; Furin inh: -29[20 µM]

What do the screens show for `CC(C)C1(C(C)C)OC(=O)c2ccccc21`?
p97 ATPase inh: -10; Runt-SMMHC FRET: 0; Runt-CBFb FRET: -3; p47phox inh: 2; m-calpain inh: 22; EBV gp42 inh: -3; Tb hexokinase: -3; RBBP9 inhibitor: -7; Furin inh: -9

From PubChem BioAssay
